Screens from PubChem BioAssay.
Mac1 fbg inh – inhibitors of CD11b/CD18 adhesion to fibrinogen, primary screen, K562 cells, luminescence | ATPlite luminescence; Mn2+ added to activate the integrin | AID 1497, 2009 | inhibition, % at 10 µM | hit rate 0.54% among 93,000;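 active = primary inhibition of 50% or more at 10 µM, then 40% or more on retest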; also: some results filed as inactive read as strong as hits
E coli WT exp – growth inhibitors of wild-type E. coli, primary screen, strain BW25113, expanded library, OD600. OD600 absorbance. growth inhibition, % at 100 µM. hit rate 0.15% among 98,000;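 active = growth inhibition above about 50% at one test dose, limit read from the data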;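 also: growth measured after 20 h incubation at 37 °C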
FAK blocker – FAK kinase inhibitors, primary screen, biochemical; Focal adhesion kinase 1 (Homo sapiens), Q05397; biochemical FAK kinase activity assay; inhibition, %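 (tested at 7 µM)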; hit rate 0.84% among 97,000; in the data active = inhibition above about 19%;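 also: 0% = DMSO and 100% = reference compound high control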
Mac1 fbg enh – enhancers of CD11b/CD18 adhesion to fibrinogen, primary screen, K562 cells, luminescence | Integrin beta-2 (Homo sapiens) + Integrin alpha-M (Homo sapiens), P05107+P11215 | ATPlite luminescence | activation, % at 10 µM | hit rate 0.07% among 93,000 | AID 1499, 2009;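 active = 10 µM primary screen giving 50% or more activity, confirmed by 40% or more on retest at that dose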; also: strong numbers were not always called active; reference of the scale not given here
ERb SRC1 inh – inhibitors of ERβ-SRC1 coactivator interaction, primary screen, biochemical, TR-FRET, ERβ LBD, SRC-1 peptide | TR-FRET ER-beta LBD / SRC1-Cy5 peptide binding; receptor agonist-loaded with 1 µM estradiol | AID 633, 2007 | hit rate 1.3% among 86,000 | inhibition, % at 25.6 µM;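 active = compounds whose percent inhibition of the receptor-coactivator binding signal exceeds about 50% in the single-dose screen, limit read from the data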;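 also: 0% = receptor plus peptide wells without compound and 100% = peptide-only wells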
PLAP act – PLAP enzyme activators, biochemical, luminescence, HTS | Alkaline phosphatase, placental type (Homo sapiens), P05187 | purified PLAP enzyme, luminescent substrate read-out; hits give high values | activation fold at 20 µM | hit rate 1.2% among 96,000 | AID 696, 2007; in the data active = activation fold above about 2
ERa SRC1 inh – ERα–SRC-1 coactivator interaction inhibitors, primary screen, biochemical, TR-FRET, ERα LBD, estradiol-bound; AID 629, 2007; inhibition, % at 25.6 µM; hit rate 1.7% among 86,000; TR-FRET ER-alpha LBD / SRC-1 peptide; Estrogen receptor (Homo sapiens), P03372; in the data active = inhibition above about 50%;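 also: 0% = receptor plus peptide control and 100% = peptide only without receptor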
Target sequence (P03372 whole entry, looked up, the tested form may be a part): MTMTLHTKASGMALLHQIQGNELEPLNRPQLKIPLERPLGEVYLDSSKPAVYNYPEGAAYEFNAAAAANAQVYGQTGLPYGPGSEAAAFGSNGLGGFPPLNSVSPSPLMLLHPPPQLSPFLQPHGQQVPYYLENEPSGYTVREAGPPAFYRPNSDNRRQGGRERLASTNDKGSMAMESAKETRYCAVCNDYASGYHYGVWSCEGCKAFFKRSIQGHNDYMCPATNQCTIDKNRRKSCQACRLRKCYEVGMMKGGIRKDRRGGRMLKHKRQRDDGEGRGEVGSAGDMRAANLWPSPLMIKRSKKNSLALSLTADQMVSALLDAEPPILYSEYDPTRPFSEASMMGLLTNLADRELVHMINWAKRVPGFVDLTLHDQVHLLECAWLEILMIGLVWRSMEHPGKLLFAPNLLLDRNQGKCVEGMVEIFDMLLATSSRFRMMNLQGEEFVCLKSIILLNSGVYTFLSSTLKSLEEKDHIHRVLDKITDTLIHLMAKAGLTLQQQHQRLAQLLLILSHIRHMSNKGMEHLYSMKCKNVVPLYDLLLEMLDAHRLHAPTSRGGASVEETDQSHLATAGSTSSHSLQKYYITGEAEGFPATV
ERa coact pot – enhancers of ERα–SRC-1 coactivator binding, primary screen, biochemical, TR-FRET, ERα LBD, low estradiol. TR-FRET ERalpha-LBD/SRC-Cy5 coactivator binding, 2 h; 100 = basal binding, no effect. coactivator binding (% of control), % at 25.6 µM. hit rate 1.3% among 86,000. AID 639, 2007; in the data active = activity above about 200%;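 also: binding measured in presence of low estradiol as agonist stimulus; 0% = peptide alone without receptor and 100% = receptor with peptide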
MT1-MMP txn act – MT1-MMP promoter reporter activation – cell-based, luciferase luminescence, primary screen | HT1080 MT1-MMP promoter luciferase reporter, overnight; hits give high values | activation factor at 10 µM | hit rate 0.16% among 86,000 | AID 750, 2007;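 active = activation factor of at least 2 for MT1-MMP transcription at 10 µM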
Starred values were filed as active, the others as inactive; x = not tested or not shown; [ ] = another dose, or the depositor's remark.

Second line of a record: Mac1 fbg inh, E coli WT exp, FAK blocker, Mac1 fbg enh, ERb SRC1 inh, PLAP act, ERa SRC1 inh, ERa coact pot, MT1-MMP txn act
1	CCOC(=O)COc1ccc(/C=C2/SC(=Nc3ccccc3)N(Cc3cccnc3)C2=O)cc1OC
  4, -15, 0, -1, x, 1.8, x, x, x
2	CCOc1cccc(/C(O)=C2/C(=O)C(=O)N(CCOC)C2c2ccco2)c1 (stereo unspecified)
  -3, -2, -3, 0, 28, 1.1, 20, 86, 1.1
3	O=C(O)c1cccc(NCc2ccncc2)c1
  -32, -1, 0, 2, x, 0.9, x, x, x
4	CCSc1nc(N2CCOCC2)c2c(c1C#N)CCCC2
  -7, 5, -2, -4, -7, 0.9, -6, 90, 1.1
5	CC12C(=O)N(c3cccc(OC(=O)c4ccco4)c3)C(=O)C1C1c3ccccc3C2c2ccccc21 (stereo unspecified)
  -44, -9, -3, -2, x, 1.4, x, x, x
6	Nc1nc(Nc2ccc(Cl)cc2)nc2ccccc12
  85*, 93*, 0, -4, 2, 0.7, 8, 74, x
7	CCS(=O)(=O)c1ccc(-c2csc(-c3ccccc3)n2)c(Cl)c1Cl
  74, -20, 4, -6, x, 1, x, x, x
8	NC(=O)c1cnn(Cc2ccc(Cl)cc2)c1N
  -6, 19, 1, -3, x, 0.9, x, x, 1
9	CC(=O)C1=C(NC(=O)c2ccccc2F)C[C@@H]2[C@H]1C2(C)C
  -6, 0, -1, 3, 1, 0.9, -12, 85, 1.2
10	COc1ccccc1NC(=O)N1CCC(c2nc3cc(C)c(C)cc3[nH]2)CC1
  x, x, 1, x, -17, x, -5, 105[fluorescence artefact?], 0.7
11	O=C(Cn1cnc2c(oc3ccccc32)c1=O)N1CCN(c2ccccc2)CC1
  -5, 1, -1, 7, 0, 0.9, 1, 99, 1.3
12	Cc1ccc(-c2c(C)n([O-])c3c([n+]2=O)CCCCC3)o1
  5, 1, -2, -3, 1, 0.9, -3, 112, 1.3
13	COc1ccc(/C=N/NC(=O)c2nc(-c3ccccc3)cc(-c3ccccc3)n2)cc1OC
  6, -17, 5, -3, x, 1, x, x, x
14	O=C(NCC(c1cccnc1)N1CCOCC1)c1cccs1 (stereo unspecified)
  -9, 4, -4, -2, -3, 1.1, -9, 117, 1.1
15	Oc1c(CN2CCCCC2)cc(Br)c2cccnc12
  25, 100*, 5, -2, x, 1.6, x, x, 0.8
16	CC(NC(=O)Cn1nc(C(=O)O)c2ccccc2c1=O)c1ccccc1 (stereo unspecified)
  x, 0, 2, x, -2, x, 14[fluorescence artefact?], 103, 1.1
17	CCC1Oc2ccc(C)cc2N(CC(=O)NCCc2ccc(OC)c(OC)c2)C1=O (stereo unspecified)
  x, x, 0, x, -19, x, -4, 106[fluorescence artefact?], 1.1
18	CC(Sc1nc2ccccc2[nH]1)C(=O)O (stereo unspecified)
  1, -9, 0, -4, -9, 0.9, -1, 92, 1.1
19	COc1ccccc1N1CCN(C(CNS(=O)(=O)c2ccccc2)c2cccnc2)CC1 (stereo unspecified)
  -31, 3, 1, 14, 17, 1.6, 19[fluorescence artefact?], 117[fluorescence artefact?], x
20	CS(=O)(=O)N1CCC(C(=O)NCc2ccc(F)cc2Cl)CC1
  -39, -6, x, 2, -3[fluorescence artefact?], 0.7, -8, 162[fluorescence artefact?], 1.1
21	COc1ccc(CC(NC(C)=O)C(=O)N2CCN(C(=O)Nc3cccc(Cl)c3)CC2)cc1OC (stereo unspecified)
  x, x, -2, x, -9, x, -9, 100, 1.1
22	CC1(C)Cc2nc3oc4c(NCc5ccccc5)ncnc4c3cc2CO1
  -16, -2, x, 5, 3, 1.1, 0, 119, 1.2
23	O=C(c1cc2ccccc2oc1=O)N1CCN(Cc2ccc3c(c2)OCO3)CC1
  -4, -6, 1, 4, -2, 1.5, -1, 92, 1
24	COCCNC(=O)C(C)OC(=O)c1cc2sccc2n1C (stereo unspecified)
  -25, 4, -6, 3, -4, 1.1, -7, 102, 1.2
25	O=C1CN(c2nc3ccccc3n3cnnc23)CC(=O)N1CCc1ccccc1
  -8, 4, -1, 2, -1, 0.9, -1, 106, 1.1
26	CCN(CC)CCOc1nnc(-c2ccc(C)cc2)c2ccccc12
  -15, 1, 1, -2, 2[fluorescence artefact?], 1.3, 5[fluorescence artefact?], 115[fluorescence artefact?], 1.1
27	CC(C)(C)C(=O)CNS(=O)(=O)c1ccc(S(=O)(=O)NC2CCCC2)cc1
  -30, 5, -3, 0, 2[fluorescence artefact?], 1, 6, 284*[fluorescence artefact?], 1.1
28	O=C(Cn1nc(C(F)(F)F)c2c1CCCCC2)N1CCOCC1
  6, 8, 0, -7, -9, 1.2, -8, 117, 1.3
29	CCOC(=O)C(NC(=O)c1ccc(OC)cc1)(OCC1(CC)COC1)C(F)(F)F (stereo unspecified)
  -5, 6, 3, -1, -10[fluorescence artefact?], 1.8, -2[fluorescence artefact?], 113, 1
30	CCOC(=O)C1CCCN(c2c(N3CCc4ccccc4C3)c(=O)c2=O)C1 (stereo unspecified)
  -1, -2, -1, 10, 7[fluorescence artefact?], 0.9, -8, 92, 1

Another view of four compounds above:
nr | Structure | Mac1 fbg inh | E coli WT exp | FAK blocker | Mac1 fbg enh | ERb SRC1 inh | PLAP act | ERa SRC1 inh | ERa coact pot | MT1-MMP txn act
28 | O=C(Cn1nc(C(F)(F)F)c2c1CCCCC2)N1CCOCC1 | 6 | 8 | 0 | -7 | -9 | 1.2 | -8 | 117 | 1.3
9 | CC(=O)C1=C(NC(=O)c2ccccc2F)C[C@@H]2[C@H]1C2(C)C | -6 | 0 | -1 | 3 | 1 | 0.9 | -12 | 85 | 1.2
29 | CCOC(=O)C(NC(=O)c1ccc(OC)cc1)(OCC1(CC)COC1)C(F)(F)F (stereo unspecified) | -5 | 6 | 3 | -1 | -10[fluorescence artefact?] | 1.8 | -2[fluorescence artefact?] | 113 | 1
13 | COc1ccc(/C=N/NC(=O)c2nc(-c3ccccc3)cc(-c3ccccc3)n2)cc1OC | 6 | -17 | 5 | -3 | x | 1 | x | x | x

(list continues)
Second line of a record: Mac1 fbg inh, E coli WT exp, FAK blocker, Mac1 fbg enh, ERb SRC1 inh, PLAP act, ERa SRC1 inh, ERa coact pot, MT1-MMP txn act
31	CSc1nnc(NC(=O)c2ccc(C)c(S(=O)(=O)N3CCOCC3)c2)s1
  -5, -10, -2, -3, -2, 1, -5, 121, 1
32	C=CCn1c(SCC(O)Cn2c3ccccc3c3ccccc32)nnc1-c1ccco1 (stereo unspecified)
  5, -22, 9, -7, 10[fluorescence artefact?], 0.9, 14[fluorescence artefact?], 127, 1.2
33	O=[N+]([O-])c1ccccc1/C=N/N1CCN(c2ccc(Cl)cc2)CC1
  -6, -11, -4, 0, x, 0.7, x, x, x
34	COc1ccccc1C(=O)Nc1ccc2c(c1)nc(CN1CCN(C(C)=O)CC1)n2C
  -10, -1, 2, -5, -6, 1.6, 2, 106, 1
35	CC(C)(C)NC(=O)COC(=O)c1cc(S(=O)(=O)N2CCCCC2)ccc1N1CCOCC1
  8, 7, 0, -3, x, 1.8, x, x, x
36	COc1cccc(C2=NOC(C(=O)N3CCN(c4ccccc4)CC3)C2)c1OC (stereo unspecified)
  x, -12, 1, x, -15, x, -7, 123, 1.1
37	CCC(NC(=O)c1ccccc1NC(=O)c1ccc(C)cc1)C(=O)O (stereo unspecified)
  3, -17, -2, -3, -7, 1.2, -8, 111, 1.1
38	O=C(CN1C(=O)NC2(CCCc3ccccc32)C1=O)NCc1ccco1 (stereo unspecified)
  6, 4, 7, -3, 6, 0.9, -7, 100[fluorescence artefact?], 1
39	COc1cc(OC)cc(C(=O)Nc2cccc(C(C)=O)c2)c1
  1, 5, 0, 2, -28[fluorescence artefact?], 0.7, -12, 109, 1.3
40	O=C(NCCCN1CCCC1)c1ccc(CS(=O)(=O)c2ccc(Br)cc2)o1
  5, 2, 11, 3, 0, 1.4, 14, 99, 1.1
41	CCOC(=O)CNC(=O)CSc1nc2cccnc2n1CC
  x, x, -1, x, 17, x, 15, 92, 1.2
42	CC(=O)Nc1ccc(SC(C)C(=O)NC(N)=O)cc1 (stereo unspecified)
  -13, -5, 1, -3, x, 0.9, x, x, x
43	O=C(Nn1cnc2ccccc2c1=O)c1ccccc1Cl
  -1, 1, 1, -3, -9[fluorescence artefact?], 1.1, 8, 100, 1.3
44	COc1ccc(C(=O)NN2C(=O)C3C4C=CC(O4)C3C2=O)cc1 (stereo unspecified)
  3, -2, 1, -2, x, 1, x, x, x
45	CCC(C)[C@H](NC(=O)Nc1ccc(Oc2ccccc2)cc1)C(=O)O (stereo partly specified)
  x, -4, -1, x, 3, 1.3, -1, 89, 1.1
46	CCCn1c(=N)n(CC(=O)C(C)(C)C)c2ccccc21
  3, 3, -1, 0, 0, 0.9, 0, 98, 1.1
47	COc1ccc(Cl)cc1N(CC(=O)Nc1ccccc1SC)S(C)(=O)=O
  -11, 0, -1, 4, 22, 1.6, 36, 97, 1.1
48	Cc1cc(OCC(=O)O/N=C(\N)c2ccccc2)cc(C)c1Cl
  4, 5, -4, 4, x, 1, x, x, x
49	Cc1ccnc(NC2c3ccccc3C(=O)N2Cc2ccccc2Cl)c1 (stereo unspecified)
  -7, 2, x, -5, 5, 0.8, -1, 87[fluorescence artefact?], 1.1
50	Cc1nc2cncc(Br)c2n1C
  -16, -1, 12, -6, -10, 0.9, -9, 104, 1
51	COC(=O)c1ccc(N2CCN(C)CC2)c(NC(=O)c2cc3ccccc3o2)c1
  -8, -4, 0, 0, -4, 1.4, -1[fluorescence artefact?], 120, 1.1
52	COc1ccc(-c2noc(CCCC(=O)O)n2)cc1
  -5, -2, x, -1, -3, 1.2, 1, 114, x
53	Clc1ccc(-c2nnc(SCc3cn4ccsc4n3)n2CC2CCCO2)cc1 (stereo unspecified)
  -4, 0, 0, -1, 1, 0.9, 1[fluorescence artefact?], 102[fluorescence artefact?], 1.1
54	Cc1cc(SCC(=O)N2CCC(c3noc4ccc(F)cc34)CC2)nc2ccccc12
  -2, -15, 5, 19, 49[fluorescence artefact?], 1, 41[fluorescence artefact?], 124[fluorescence artefact?], x
55	CCN(CC)CCn1c(NCc2cccc(OC)c2)nc2ccccc21
  -5, 4, 0, 3, 0[fluorescence artefact?], 0.8, -7, 146, 1
56	Cc1ccc2[nH]c(=O)c(CN(CCO)C(=O)N(C)C)cc2c1
  x, x, -1, x, 2, x, 16, 93, 1.4
57	CCS(=O)(=O)N1CCC(C(=O)NCc2ccco2)CC1
  x, -2, -2, x, 0, 1, -3, 108, 1.1
58	COc1cccc(Cn2nnc(C(=O)NCCc3ccc(Cl)cc3)c2N)c1
  10, -5, -2, -2, -2, 0.9, 4, 125, x
59	Cc1csc2ncc(C(=O)Nc3ccc4c(c3)OCCO4)c(=O)n12
  -15, x, x, 0, 6, 0.9, 12, 121, 1.4
